# Source: PubChem
# esBAF inh – SWI/SNF esBAF complex inhibition; mouse ES cells, Bmi1-luciferase knock-in reporter, 24 h; 100% = twice the neutral-well signal; reporter increase, % at 12.5 µM; actives 2% (n = 350,000); AID 602393; in the data active = activation above about 40%;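 also: 0% = median of the plate's neutral control wells and 100% = double that signal; a rise in the Bmi1 reporter signal indicates esBAF inhibition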
# Xi reactivation – activators of X-chromosome reactivation in mouse fibroblasts. XiGFP mouse fibroblasts, % GFP-positive cells imaging, 3 d; cells co-treated with 5-aza-dC sensitizer; scaled so ellipticine positive control = 100%. actives 0.055% (n = 360,000). AID 743238. activation, % at 7.58 µM;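 active = mean normalized replicate activation at least 10% and every replicate at or above 10%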;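 also: 0% = median of on-plate neutral control wells and 100% = ellipticine 6 µM median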
#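 Material: SV40-immortalized XiGFP fibroblast cells, line 68-5-11 | Buffer or medium: DMEM containing 5-aza-dC | Dosing: One concentration, pinned | Times: 3 d treatment, 15 min room-temperature fixation | Controls: Ellipticine 6 µM positive control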
# ERAP1 inh – blocks human ERAP1 aminopeptidase activity; Q9NZ08; recombinant ERAP1, Leu-AMC fluorescence, 60 min; inhibition, % at 10.7 µM; actives 0.15% (n = 340,000);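 active = mean replicate inhibition of at least 30%, or all replicates individually reaching that 30% level; inactive = mean below 30% and not every replicate reaching it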;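 also: 0% = neutral control wells and 100% = L-leucinethiol positive control wells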
# Target sequence (Q9NZ08 whole entry, looked up): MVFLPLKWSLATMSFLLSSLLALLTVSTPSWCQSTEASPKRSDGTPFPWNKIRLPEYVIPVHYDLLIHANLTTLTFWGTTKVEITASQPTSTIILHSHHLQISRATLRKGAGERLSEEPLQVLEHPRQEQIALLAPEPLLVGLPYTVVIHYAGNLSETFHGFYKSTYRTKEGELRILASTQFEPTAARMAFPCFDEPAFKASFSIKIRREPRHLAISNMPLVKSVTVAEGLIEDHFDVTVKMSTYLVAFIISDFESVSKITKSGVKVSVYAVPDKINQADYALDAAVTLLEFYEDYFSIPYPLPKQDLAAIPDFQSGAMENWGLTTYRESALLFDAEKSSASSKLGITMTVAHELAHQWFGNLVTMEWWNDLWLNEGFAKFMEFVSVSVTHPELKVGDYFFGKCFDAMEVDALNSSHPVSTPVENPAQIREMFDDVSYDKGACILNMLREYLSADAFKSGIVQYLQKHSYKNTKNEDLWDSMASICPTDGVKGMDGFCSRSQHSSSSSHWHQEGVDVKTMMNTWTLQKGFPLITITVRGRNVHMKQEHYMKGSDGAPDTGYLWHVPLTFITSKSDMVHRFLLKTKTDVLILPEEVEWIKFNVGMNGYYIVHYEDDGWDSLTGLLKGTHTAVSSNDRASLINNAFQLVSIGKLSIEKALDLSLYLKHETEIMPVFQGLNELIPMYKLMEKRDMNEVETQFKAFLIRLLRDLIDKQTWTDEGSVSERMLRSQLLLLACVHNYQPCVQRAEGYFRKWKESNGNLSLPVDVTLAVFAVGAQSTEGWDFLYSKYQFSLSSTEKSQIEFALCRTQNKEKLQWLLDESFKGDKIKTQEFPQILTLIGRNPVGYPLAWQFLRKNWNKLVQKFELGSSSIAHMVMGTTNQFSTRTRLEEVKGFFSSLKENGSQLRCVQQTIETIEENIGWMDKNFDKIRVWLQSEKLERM
# E-selectin induc – E-selectin induction on HUVECs; HUVEC E-selectin immunofluorescence imaging; normalized: neutral wells 0, TNF-alpha wells 100; actives 0.37% (n = 260,000); P16581; activation, % at 7.58 µM;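 active = mean E-selectin-positive cell signal at least 10% of the positive control, reached in at least 60% of replicates, without over 20% cell loss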;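 also: in these data hits start at about 27%; measured in HUVEC primary endothelial cells; signal is the percent of cells scored E-selectin positive by PE staining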
#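 Material: HUVEC primary endothelial cells; Amount: 3,000 cells per well; Dosing: single concentration; Medium: EGM-2 growth medium on 0.1% gelatin-coated wells; Read-out basis: percent E-selectin-positive cells; Signal: immunofluorescence imaging; Control set: TNF-alpha, DMSO.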
# S100A4 inh HTS – blocks human S100A4 binding to myosin IIA peptide | S100A4/TAMRA-MyoIIA peptide fluorescence polarization | inhibition, % at 10.7 µM | actives 0.14% (n = 360,000);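 active = mean inhibition of at least 70% across replicates, with every replicate also reaching that level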
# Target sequence (P26447 whole entry, looked up): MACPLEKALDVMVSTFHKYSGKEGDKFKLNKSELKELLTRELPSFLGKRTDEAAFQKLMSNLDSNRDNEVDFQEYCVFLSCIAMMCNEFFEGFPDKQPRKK
#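 Material: S100A4 monomer protein | Medium: HEPES pH 7.2 with CaCl2, KCl, NaCl, DTT, Triton | Reagent: Labelled myosin peptide probe, 5 nM | Doses: One dose per compound | Times: 5 min incubation before reading | Benchmarks: Neutral control DMSO, positive control TFP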
# RAD54 inh – inhibitors of human RAD54 branch migration; actives 0.14% (n = 360,000); RAD54 Holliday junction branch migration, FAM/BHQ fluorescence; inhibition, % at 10.4 µM;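 active = mean normalized replicate activity at least 40 and at least half of replicates scoring 40 or more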;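 also: 0% = median of neutral control wells and 100% = median of positive control wells; inhibitors cause a drop in the FAM fluorescence signal; in these data hits start at about 50%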
# ERp5 block – blocks human ERp5 reductase activity on insulin; ERp5 insulin aggregation, absorbance 650 nm, 90 min; inhibition, % at 9.99 µM; actives 0.05% (n = 350,000); AID 651711;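 active = mean replicate inhibition above about 25%, with every replicate also reaching it, limit read from the data, passing the limit was not always enough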
# RAD52 inh – inhibitors of human RAD52 DNA annealing. P43351. recombinant RAD52 DNA annealing, FRET fluorescence. inhibition, % at 18.7 µM. actives 0.46% (n = 360,000). AID 651710;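 active = every replicate showing at least 50% inhibition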
# Starred values were filed as active, the others as inactive; · = not tested or not shown; & = joins results of further samples.
SMILES,esBAF inh,Xi reactivation,ERAP1 inh,E-selectin induc,S100A4 inh HTS,RAD54 inh,ERp5 block,RAD52 inh
CCS(=O)(=O)Nc1ccc2c(c1)C(=O)N(C)C[C@@H](OC)[C@H](C)CN[C@H](C)CO2,1,0.0,1,0.1,-40,2,0,-6
CC(C)N1C(=O)CCC1C(=O)NCc1cccs1 (configuration not stated),-7,0.5,0,-0.1,-2,·,8,-14
O=C(NC(=S)Nc1ccc2[nH]c(=O)[nH]c2c1)c1ccccc1F,·,0.0,2,-0.1,-2,-7,1,-4
CCN(CC)c1ccc(C(=O)NNC(=O)CNC(=O)c2ccco2)cc1,-1,0.0,-5,-0.2,11,-4,3,-14
COc1ccc(CNC(=O)C(C)c2ccc([N+](=O)[O-])cc2)cc1 (configuration not stated),·,0.2,10,·,-1,·,6,-12
CCSc1nnc(NC(=O)CN2C(=O)NC3(CCCC3)C2=O)s1,-4,0.4,2,-0.5,1,5,2,2
CCOc1ccc(N=CNc2ccc(OCC)cc2)cc1,-7,0.0,4,0.3,0,·,1,-12
O=C(Nc1cc(F)ccc1F)N[C@H]1CC[C@@H](CCn2cc(C3CCCC3)nn2)O[C@@H]1CO,·,0.8,1,0.0,6,·,-3,5
CCCCCc1ccc(-c2cn(Cc3ccc4ccccc4c3)nn2)cc1,3,0.1,-1,·,-1,3,-1,2
C=CCNC(=O)[C@@H]1[C@H]2C(=O)O[C@H](c3ccccc3)[C@H](c3ccccc3)N2[C@H](c2ccccc2OCCO)[C@@]12C(=O)N(C(=O)OCCOC)c1ccc(C#CCC(C(=O)OC)C(=O)OC)cc12,·,·,4,·,5,1,1,4
C[C@H]1CN([C@@H](C)CO)C(=O)c2cc(-c3cccc(F)c3)cnc2O[C@@H]1CN(C)Cc1ccccn1,-1,-0.4,-2,-0.1,4,-6,1,-17
C[C@H]1CN([C@@H](C)CO)C(=O)Cc2cc(NC(=O)C3CC3)ccc2O[C@H]1CN(C)Cc1ccc(C(=O)O)cc1,-2&2,0.0&-0.1,3&-12,0.2&0.0,-6&-2,0&-4,2&6,-8&-10

# By substructure: the compounds so far with fluorine.
SMILES,esBAF inh,Xi reactivation,ERAP1 inh,E-selectin induc,S100A4 inh HTS,RAD54 inh,ERp5 block,RAD52 inh
O=C(NC(=S)Nc1ccc2[nH]c(=O)[nH]c2c1)c1ccccc1F,·,0.0,2,-0.1,-2,-7,1,-4
O=C(Nc1cc(F)ccc1F)N[C@H]1CC[C@@H](CCn2cc(C3CCCC3)nn2)O[C@@H]1CO,·,0.8,1,0.0,6,·,-3,5
C[C@H]1CN([C@@H](C)CO)C(=O)c2cc(-c3cccc(F)c3)cnc2O[C@@H]1CN(C)Cc1ccccn1,-1,-0.4,-2,-0.1,4,-6,1,-17

# Going on with the list:
SMILES,esBAF inh,Xi reactivation,ERAP1 inh,E-selectin induc,S100A4 inh HTS,RAD54 inh,ERp5 block,RAD52 inh
O=S(=O)(c1ccc(F)cc1)N1CCCCN2[C@@H](CO)[C@H](c3ccc(-c4ccccc4)cc3)[C@@H]2C1,·,-0.1,-3,-0.8,-23,-4,2,-11
COc1ccc(C)cc1Nc1n[n+](-c2ccccc2)c(-c2ccc(C(=O)O)cc2)s1,4,0.4,11,0.1,5,-11,-2,-5
O=C(COc1ccc2ccccc2c1Br)Nc1ccncc1,·,0.0,4,0.7,16,2,5,8
O=C(COC(=O)CNC(=O)c1sc2ccccc2c1Cl)Nc1cc(Cl)cc(Cl)c1,·,0.0,0,0.1,0,·,-3,-16
C[C@@H]1CCC[C@]2(O[C@H](CCO)C[C@H](O)[C@H]2O)O1,-5,-0.1,0,-0.1,-1,0,1,-7
CC(C)[C@H]1COCCS(=O)(=O)N1Cc1ccccc1-c1cccc2c1sc1ccccc12,·,0.1,·,-0.6,-2,·,3,12
COc1ccc(COC(=O)C2CCN(S(=O)(=O)c3cccs3)CC2)cc1,-8,0.1,-1,0.6,-1,1,1,0
O=C(NCC(O)c1nc2ccccc2[nH]1)c1cc([N+](=O)[O-])ccc1F (configuration not stated),5,0.4,2,0.9,-2,-3,6,2
COC(=O)C1=C(C)N(CC(C)C)C(=S)NC1c1ccc(-c2ccccc2)cc1 (configuration not stated),·,0.2,4,-0.3,-4,·,1,-1
C[C@@H]1CN([C@H](C)CO)C(=O)c2ccccc2-c2ccccc2CO[C@H]1CN(C)C(=O)NC1CCCCC1,9,0.4,0,0.0,-4,1,-1,4
O=C1NN=C(c2ccc(Br)cc2)CC1c1ccc(Cl)cc1 (configuration not stated),-7,0.0,-5,·,0,·,2,-5
C[C@@H]1CN([C@H](C)CO)C(=O)c2cc(NS(=O)(=O)c3ccc(F)cc3)ccc2O[C@H]1CN(C)Cc1ccccc1,5,-1.2,-2,0.1,1,-3,-2,-14

# Whole records, looked up by structure. Order of values: esBAF inh, Xi reactivation, ERAP1 inh, E-selectin induc, S100A4 inh HTS, RAD54 inh, ERp5 block, RAD52 inh
# Profile of C[C@@H]1CN([C@H](C)CO)C(=O)c2cc(NS(=O)(=O)c3ccc(F)cc3)ccc2O[C@H]1CN(C)Cc1ccccc1 → 5, -1.2, -2, 0.1, 1, -3, -2, -14
# Profile of O=S(=O)(c1ccc(F)cc1)N1CCCCN2[C@@H](CO)[C@H](c3ccc(-c4ccccc4)cc3)[C@@H]2C1 → ·, -0.1, -3, -0.8, -23, -4, 2, -11

# Further structures follow.
SMILES,esBAF inh,Xi reactivation,ERAP1 inh,E-selectin induc,S100A4 inh HTS,RAD54 inh,ERp5 block,RAD52 inh
N#Cc1ccc(CNc2cnccn2)cc1,-7,·,-3,·,2,-1,8,11
Cc1ccc(-n2c(C)cc(C(=O)COC(=O)c3ccc[nH]c3=O)c2C)cc1C,·,0.2,1,·,-3,·,4,-7
COc1ccc(C2C(C#N)=C(N)OC3=C2C(=O)CC(C)(C)C3)cc1Cn1cc([N+](=O)[O-])cn1 (configuration not stated),·,0.4,0,0.1,0,·,4,2
CCn1ncc(/C=N/NC(=O)c2cc(Cl)ccc2OC)c1C,·,0.0,0,·,-2,·,5,-10
COCCNC(=O)CS(=O)Cc1nc(-c2ccc(Cl)cc2)oc1C (configuration not stated),-1,0.1,1,-0.1,-2,5,12,-1
Cc1cccc2sc(NNC(=O)c3ccc(S(=O)(=O)N4CCc5ccccc5C4)cc3)nc12,-61,-0.2,4,-0.4,2,7,5,8
N#CCCn1cc(C(=O)N2CCCCC2)c(-c2cccc([N+](=O)[O-])c2)n1,-1,0.1,-3,4.8,-12,2,-3,-15
Cc1sc2nc(SCC(=O)Nc3ccc(S(=O)(=O)NCCCC(=O)O)cc3)[nH]c(=O)c2c1C,·,0.1,0,·,2,·,-1,-18
CC(=O)Nc1ccc(C=NNc2ccc(S(=O)(=O)Nc3ccccc3C(=O)O)cc2[N+](=O)[O-])cc1,-8,0.1,-21,·,1,-2,3,4
CCOC(=O)N1CCN(CC(O)COc2ccccc2[N+](=O)[O-])CC1 (configuration not stated),9,0.0,0,·,0,-10,1,-9
Cc1nn(CC(=O)c2ccccc2)c(=O)c2nn(-c3ccccc3F)c(C)c12,·,0.1,-6,-1.4,-1,·,3,-8
CCCc1cc(=O)oc2cc(OC(C)C(=O)NCC3CCC(C(=O)O)CC3)c(Cl)cc12 (configuration not stated),2,·,-7,·,-6,-1,9,1
COc1ccc(NC(=O)Nc2ccc3c(c2)C(=O)N([C@H](C)CO)C[C@@H](C)[C@H](CN(C)S(=O)(=O)c2ccc(F)cc2)O3)cc1,-4,-0.1,·,0.6,·,5,·,·
Cc1nc2c3cc(F)ccc3n(Cc3ccccc3F)c2s1,-5,0.2,-1,·,-6,·,-3,-9
S=C(NCCCCN(Cc1ccc(Cl)cc1)c1ccc(Br)cn1)NCCCc1cnc[nH]1,-26,-0.1,10,0.5,-5,5,3,-5
CCN(CC(=O)Nc1c(F)cccc1F)C(=O)CN(C)S(=O)(=O)c1ccc(F)cc1,-2,0.0,-2,-0.2,-31,0,1,-12
CCC(=O)Nc1ccc2c(c1)OC[C@H](C)N(Cc1cccc(F)c1)C[C@H](C)[C@@H](OC)CN(C)C2=O,7,0.1,-2,-0.1,3,9,-1,9
COc1ccc(CCNC(=O)Cn2c(=O)n(-c3cc(F)ccc3F)c(=O)c3sccc32)cc1OC,4,-0.1,-1,·,1,·,-6,13
COc1cc(-n2c(C)nc3ncn(-c4ccccc4)c3c2=O)cc(OC)c1OC,-4,0.0,-8,-0.1,-6,10,1,-13
Cc1cc(C)n2nc(SCC#N)nc2n1,-7,0.2,·,0.8,-2,-5,3,-8
CC(=O)C1=CCN(C)CC1,·,·,-8,·,1,·,0,8
CCN1C(=O)N[C@@H](c2cccc(F)c2)C(C(C)=O)=C1C,-7,0.0,-1,0.1,0,9,0,0
O=C1CCC([N+](=O)[O-])C(c2ccccc2F)N1 (configuration not stated),1,-0.1,-3,0.4,0,-15,5,11
O=C1CCN(CCCc2ccccc2)CCN1[C@H](CO)Cc1ccccc1,0,0.0,-3,0.0,1,-4,-1,-8
CO[C@@H]1CN(C)C(=O)c2cc(NC(=O)NC(C)C)ccc2OC[C@@H](C)N(C(=O)C2CCC2)C[C@@H]1C,0,-0.1,·,-0.1,3,-14,-3,-8
O=c1n(-c2ccccc2)c(=O)n2n1CC(COc1ccccc1)=C1[C@@H](c3ccccc3)OB(O)C[C@@H]12,·,·,-1,·,10,0,-7,-4
C[C@H](CO)N1C[C@H](C)[C@@H](CN(C)C)Oc2cc(C#CC(C)(C)O)ccc2S1(=O)=O,0,-0.2,2,1.1,23,8,-1,0
CCCn1nnc(NC(=O)c2ccc(OC)cc2)n1,-4,·,2,·,-1,5,3,-12
C[C@H](CO)N1C[C@H](C)[C@H](CN(C)Cc2ccncc2)Oc2ncc(C#CC3CCCCC3)cc2C1=O,·,-0.3,0,1.5,12,1,1,-5
C[C@H](CO)N1C[C@H](C)[C@H](CN(C)C(=O)Cc2ccccc2)OCCCC[C@H](C)Oc2ccc(NS(=O)(=O)c3ccc(Cl)cc3)cc2C1=O,17,0.2,4,-0.1,-13,-7,3,5
COc1cccc(NC(=O)CSc2nnc(-c3cccnc3)o2)c1,13,0.4,1,·,5,-4,-3,-9
CC(C)(C)NS(=O)(=O)c1ccc(NC(=O)C2CCCO2)cc1 (configuration not stated),5,0.1,0,·,-6,1,10,-5
Cc1nn(S(=O)(=O)N2CCOCC2)c(C)c1Br,-1,0.0,3,·,-6,·,2,-15
Cc1ncc(CO)c2cc(C(=O)Nc3cccc(F)c3)c(=Nc3cccc(C(N)=O)c3)oc12,-4,-0.1,2,·,-1,-1,3,-11
COc1ccc(CC(=O)Nc2nc(-c3ccncc3)cs2)cc1,·,0.3,8,·,-4,·,3,-10
CN(C)c1ccc(NC(=O)Nc2nc(C(N)C3CCCCC3)cs2)cc1 (configuration not stated),9,1.1,0,·,-2,6,-17,0
COc1cc(CN2CCN(CC3CC3)CC2CCO)cc(OC)c1 (configuration not stated),0,0.3,0,·,-5,9,1,-5
COc1ccc(O)c(/C=C2/SC(=S)N(Cc3ccccc3)C2=O)c1,-2,0.0,-2,0.1,-11,-7,-3,-31
COc1cc(S(=O)(=O)Nc2c(C)nn(C)c2C)ccc1NC(C)=O,1,0.0,-2,·,-11,·,2,10
COc1cc(OC)c(NC(=O)CCNS(=O)(=O)c2ccc3c(c2)oc(=O)n3C)cc1Cl,·,0.0,-2,2.7,4,·,-3,-12
O=C(O)c1cccc(N2C(=O)c3ccc(Oc4ccc(Cl)cc4)cc3C2=O)c1,·,0.1,5,·,-1,·,-6,-89
Cc1ccsc1C(=O)N1CCCC(C)(C(=O)O)C1 (configuration not stated),-4,0.2,0,-0.1,2,-7,3,-24
